V1R ag counter = V1a receptor agonism, counter-screen for OXTR agonists; activation, % at 3 µM; CHO-V1R cells, Fluo-8 calcium fluorescence, agonist mode; 0% DMSO, 100% 3 nM vasopressin; P37288; AID 2797; actives 0.25% (n = 320,000);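 active = activation above the mean activation of all tested compounds plus 3 SD, per screening run, cut at about 20% in these data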;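 also: signal is peak over basal fluorescence ratio across a 100 second FLIPR read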
GPR7 antag = antagonists of human GPR7 (neuropeptides B/W receptor 1) | P48145 | GPR7-expressing cells, fluorescence antagonist assay | inhibition, % at 4.4 µM | actives 1.1% (n = 290,000) | AID 1861; in the data active = inhibition above about 16%, passing the limit was not always enough;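 also: cells stimulated with the agonist NPW; 0% = agonist with vehicle and 100% = vehicle without agonist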
Target sequence (P48145 whole entry, looked up): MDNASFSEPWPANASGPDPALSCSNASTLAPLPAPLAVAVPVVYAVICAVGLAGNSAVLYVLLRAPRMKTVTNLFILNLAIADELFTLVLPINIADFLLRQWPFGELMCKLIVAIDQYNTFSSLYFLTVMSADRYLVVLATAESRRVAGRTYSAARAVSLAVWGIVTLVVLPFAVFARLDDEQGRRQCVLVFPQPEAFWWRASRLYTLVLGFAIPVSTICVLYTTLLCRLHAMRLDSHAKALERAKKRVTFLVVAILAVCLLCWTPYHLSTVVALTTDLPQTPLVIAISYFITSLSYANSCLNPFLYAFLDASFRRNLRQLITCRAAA
MEKK2 WT-MEK5 = raises or lowers MEK5 binding to wildtype human MEKK2 PB1 domain; Q9Y2U5; bead flow cytometry, Alexa488-MEK5 binding to MEKK2 WT; actives lie on both sides; binding response (% of control), % at 10 µM; actives 1.1% (n = 290,000); in the data active = binding response below about 67% or above about 130%
OXTR agonist = activates the human oxytocin receptor; activation, % at 3 µM; CHO-OTR cells, Fluo-8 calcium fluorescence; normalized: DMSO 0%, oxytocin 100%; actives 0.32% (n = 320,000); P30559; AID 2435;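 active = activation above the mean of all tested compounds plus 3 SD, cutoff set per screening run, cut at about 20% in these data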;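 also: peak over basal fluorescence ratio from a 100 s FLIPR kinetic read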
Target sequence (P30559 whole entry, looked up): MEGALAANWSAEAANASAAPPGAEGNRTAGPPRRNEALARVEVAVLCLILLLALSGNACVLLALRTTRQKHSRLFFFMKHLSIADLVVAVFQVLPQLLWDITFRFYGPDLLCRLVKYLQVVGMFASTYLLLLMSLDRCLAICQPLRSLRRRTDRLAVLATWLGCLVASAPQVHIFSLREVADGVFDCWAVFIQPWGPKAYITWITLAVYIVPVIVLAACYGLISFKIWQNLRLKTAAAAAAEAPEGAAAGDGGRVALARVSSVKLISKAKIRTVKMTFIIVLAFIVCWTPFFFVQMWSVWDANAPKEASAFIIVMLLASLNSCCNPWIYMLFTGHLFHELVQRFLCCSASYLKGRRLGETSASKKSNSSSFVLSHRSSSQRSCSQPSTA
NALP1 yeast inh = inhibitors of NALP1 inflammasome in yeast; actives 0.61% (n = 280,000); S. cerevisiae NALP1/ASC/caspase-1 growth, X-gal OD620, 72 h; inhibition, % at 10 µM; in the data active = inhibition mostly above about 24%, no sharp cut-off; inactive = mostly below about 32%; also: some compounds called inactive have numbers as strong as hits
PHOSPHO1 block = inhibitors of human PHOSPHO1 phosphatase; Q8TCT1; recombinant PHOSPHO1, absorbance phosphatase assay; inhibition, % at 13.3 µM; actives 1.1% (n = 290,000); in the data active = inhibition above about 60%
MEKK2mut PB1 HTS = signal of MEK5 binding to mutant human MEKK2 PB1 domain. bead flow cytometry, Alexa488-MEK5 binding to MEKK2 mutant. percent response, % at 10 µM. actives 0.35% (n = 290,000). AID 1530; in the data active = percent response above about 24%, passing the limit was not always enough; also: inactives centre near 1; some results filed as inactive read as strong as hits; reference of the scale not given here
GalR3 antagonist = blocks the human galanin receptor 3. O60755. HEK293 GalR3-CNG cAMP membrane potential fluorescence; galR3 body fused to GalR1 C-terminus. inhibition, % at 3 µM. actives 0.44% (n = 360,000);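 active = inhibition above the screen-wide average plus 3 SD, cut at about 13% in these data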;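 also: forskolin and galanin both at EC90 stimulate the cells; cAMP rise reported by CNG channel membrane potential dye signal; 0% = forskolin plus galanin with DMSO and 100% = forskolin alone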
Target sequence (O60755 1-299 limits assumed): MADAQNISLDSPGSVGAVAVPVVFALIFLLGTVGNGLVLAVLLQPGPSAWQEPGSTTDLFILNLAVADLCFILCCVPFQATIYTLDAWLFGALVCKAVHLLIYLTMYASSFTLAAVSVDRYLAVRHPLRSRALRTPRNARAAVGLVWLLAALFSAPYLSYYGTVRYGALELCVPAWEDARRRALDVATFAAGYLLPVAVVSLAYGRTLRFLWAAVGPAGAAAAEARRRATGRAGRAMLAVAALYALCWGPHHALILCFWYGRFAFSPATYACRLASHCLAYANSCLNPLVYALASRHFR
MEKK3 PB1 HTS = MEKK3-MEK5 PB1 interaction, increase or decrease; Q99759; bead-based flow cytometry, Alexa488-MEK5 binding to MEKK3; actives lie on both sides; 0 = blocked by unlabeled MEK5, 100 = vehicle; binding response (% of control), % at 10 µM; actives 1.4% (n = 290,000); AID 1529;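 active = binding response more than 3 SD above or below the average of its plate-row segment, actives on both sides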;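 also: Alexa488 bead fluorescence after subtracting the streptavidin-only scavenger bead signal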
* = called active by the depositor; . = not tested or not shown; [ ] = dose if it differs, or a comment.

SMILES	V1R ag counter	GPR7 antag	MEKK2 WT-MEK5	OXTR agonist	NALP1 yeast inh	PHOSPHO1 block	MEKK2mut PB1 HTS	GalR3 antagonist	MEKK3 PB1 HTS
Cc1ccc(NC(=O)COc2ccc(Br)cc2C)cc1	0.5	4	99	-0.3	29	-5	-1	-6	98
CC(NC(=O)c1ccco1)C(c1cccs1)N1CCN(c2ccccc2)CC1 (configuration not stated)	-1.0	-8	117	-2.4	.	3	9	.	111
CCN(CC)CCCNC(=O)COc1ccc2oc3c(c2c1)CCCC3	0.7	-9	120	-1.4	16	20	10	-9	103
CCc1ccc(/C=C2\Oc3cc(OC(=O)N4CCOCC4)ccc3C2=O)cc1	1.3	-5	96	-0.3	37	2	-1	-3	94
c1ccn2c(SCc3ccc4c(c3)OCO4)nnc2c1	-0.1	-6	110	0.0	16	-2	12	-6	111
O=C(CN(c1ccccn1)S(=O)(=O)c1ccc(F)cc1)Nc1ccccc1	0.1	9	90	0.6	1	28	-10	-5	97
CCc1cc(C(=O)O)c(NC(=O)/C=C/c2ccc(OC)cc2)s1	0.4	-3	89	-0.2	12	2	-17	2	84
Cc1ccccc1COC(=O)CCC1=NS(=O)(=O)c2ccccc2N1	2.6	5	102	3.2	14	13	1	-5	104
CSCC[C@H](NC(=O)OC(C)(C)C)C(=O)N/N=C/c1cccc2nccnc12	0.3	-12	103	-0.9	0	25	6	-1	106
Clc1ccc(OCCCN2CCCC2)cc1Cl	2.5	3	107	0.2	55	6	1	-10	131*
COC(=O)CN(c1nc(C)c(Br)c(OC)n1)S(=O)(=O)c1ccccc1	-1.4	-10	101	-2.3	-7	29	5	-4	100
O=C(NNC(=O)C12CC3CC(CC(C3)C1)C2)c1ccccn1	0.7	-9	98	-0.3	10	28	5	-6	99
CC1(C)CC(=O)C(C=NCCN2CCN(C3CC(=O)N(c4ccc(Cl)c(Cl)c4)C3=O)CC2)=C(O)C1 (configuration not stated)	-0.5	-8	97	-0.4	-16	33	-5	1	95
O=C(NC(=S)Nc1ccc(CN2CCOCC2)cc1)c1cccc([N+](=O)[O-])c1	4.9	-10	105	5.7	.	-7	-1	-3	145*
COc1cc2cc(CN(Cc3cccs3)C(=S)Nc3cccc(C)c3)c(=O)[nH]c2cc1OC	0.7	-3	103	-0.8	16	8	2	.	105
Cc1c(CC(=O)O)c(=O)oc2cc3occ(-c4ccccc4)c3cc12	-0.4	3	97	16	2	.	-1	-12	99
NC(=O)COC(=O)CCCSc1nc2ccccc2s1	0.8	-6	103	1.9	2	30	-3	-3	106
Cc1cccc(N2CCN(S(=O)(=O)c3c(C(=O)N4CCCCC4)c(C)n(C)c3C)CC2)c1C	2.7	-1	101	1.9	8	-4	1	1	100
Clc1ccc(OCCCc2nc(-c3ccncc3)no2)c(Cl)c1	1.5	-10	101	0.2	23	-16	0	-3	95
CCn1c(SCC(=O)Nc2ccc(S(N)(=O)=O)cc2)nnc1-c1ccccc1OC	0.8	-2	98	0.7	-9	20	4	-4	100
COc1ccc(OC)c2c1sc(=NC(=O)c1cccc(N3C(=O)CCC3=O)c1)n2C	1.0	-11	111	-0.3	38	10	5	.	113
COc1ccc(S(=O)(=O)/N=C2/NC(=O)/C(=C\c3cc(OC)c(OC)cc3[N+](=O)[O-])S2)cc1	0.9	-11	87	0.3	11	3	-1	4	93
Cc1ccc2oc(-c3cccc(NC(=O)Cn4cnc5c(=O)n(C)c(=O)n(C)c54)c3)nc2c1	3.7	-4	102	-1.2	8	32	-1	.	119
COc1cc(OC)cc(-c2nc(SCC(=O)Nc3ccccc3F)n[nH]2)c1	1.1	-1	109	-1.0	-15	35	14	-4	105
COc1cc(/C=N/N2CCOCC2)ccc1OC(=O)c1ccco1	2.6	-4	52	0.3	-9	12	-17	2	49*[inhibitor]
O=C(NCCc1cccc(Cl)c1)c1cc2ccccc2oc1=O	0.1	-9	101	1.9	7	19	1	.	103
Cc1ccc(OCc2nc(-c3ccccn3)no2)cc1	-0.5	-16	100	0.6	-4	2	-1	-1	99
Cc1cc(=O)[nH]c(N/N=C/C=C/c2ccccc2)n1	1.1	-8	96	0.0	18	1	-2	-3	99
O=C(Cc1ccccc1)Nc1c2c(nn1-c1cccc(Cl)c1)CS(=O)(=O)C2	-0.2	4	113	-0.3	29	14	6	-4	109
Cc1cc(OCC(=O)N(C)C)c2c(-c3ccccc3)cc(=O)oc2c1	1.8	-6	111	3.0	-12	-2	7	2	108

Structural class: those above containing a furan ring, fused or not
SMILES	V1R ag counter	GPR7 antag	MEKK2 WT-MEK5	OXTR agonist	NALP1 yeast inh	PHOSPHO1 block	MEKK2mut PB1 HTS	GalR3 antagonist	MEKK3 PB1 HTS
CC(NC(=O)c1ccco1)C(c1cccs1)N1CCN(c2ccccc2)CC1 (configuration not stated)	-1.0	-8	117	-2.4	.	3	9	.	111
CCN(CC)CCCNC(=O)COc1ccc2oc3c(c2c1)CCCC3	0.7	-9	120	-1.4	16	20	10	-9	103
Cc1c(CC(=O)O)c(=O)oc2cc3occ(-c4ccccc4)c3cc12	-0.4	3	97	16	2	.	-1	-12	99
COc1cc(/C=N/N2CCOCC2)ccc1OC(=O)c1ccco1	2.6	-4	52	0.3	-9	12	-17	2	49*[inhibitor]

(listing goes on)
SMILES	V1R ag counter	GPR7 antag	MEKK2 WT-MEK5	OXTR agonist	NALP1 yeast inh	PHOSPHO1 block	MEKK2mut PB1 HTS	GalR3 antagonist	MEKK3 PB1 HTS
CC(=O)N1N=C(c2ccc(Br)cc2)OC1(C)CC(=O)Nc1ccccc1 (configuration not stated)	-1.4	-6	109	-3.4	17	-6	12	-1	99
C#CCN1C(=O)S/C(=C\c2ccc(-c3ccc(C(=O)O)cc3C)o2)C1=O	-1.4	-4	104	-0.8	8	45	1	-6	104
CC1(C(=O)N(CC(=O)NC2CCCC2)Cc2ccco2)CC(=O)N=C2C=CC=CN21 (configuration not stated)	-0.1	-8	101	1.2	-10	-1	4	-7	103
CCOc1cc(/C=C(\C#N)C(=O)Nc2ccccn2)ccc1O	0.4	-16	105	4.8	-13	30	8	-7	102
Cc1ccc(C)c(CSc2ccc3nnc(-c4ccccn4)n3n2)c1	1.5	15	99	0.1	-7	-19	-7	-4	105
Cc1ccc(-c2c3c(=O)n(C)c(=O)n(C)c3cn2Cc2ccccn2)cc1	0.2	-6	92	0.5	-5	15	-4	-5	89
O=C(NCCC1=CCCCC1)c1cc(-c2ccccn2)nc2ccccc12	-0.3	-8	97	-2.1	-14	16	-1	5	99
N#CC(c1ccccc1)c1ccc2c(C(F)(F)F)cc(C(F)(F)F)nc2n1 (configuration not stated)	4.0	-3	91	-1.9	11	-4	-8	-1	95
COc1ccc(OC)c(NC(=O)c2c3c(nc4ccccc24)CCC3)c1	-1.3	-13	89	-1.0	5	-30	-11	.	88
Nc1ccc2nc(SCC(=O)N3CCOCC3)sc2c1	0.4	5	84	0.8	40*	8	-15	0	94
S=C(NCc1ccco1)N1CCC(c2nc3ccccc3o2)CC1	3.7	-10	95	2.5	-8	22	-12	-3	99
CC(C)(C)OC(=O)N1CCC[C@H]1c1nnc(SCc2c(F)cccc2Cl)o1	-0.8	0	112	-1.2	-2	-8	9	-4	113
COc1ccccc1NC(=O)CCCC(=O)OCC(F)(F)C(F)F	0.0	5	104	-0.8	12	9	-1	1	100
Cc1ccc(C(=O)N[C@H](C(=O)OCc2cc(=O)oc3cc(C)ccc23)C(C)C)cc1	0.9	-2	97	-2.6	6	7	22	-11	102
CC(=O)c1cccc(NC(=O)COC(=O)C2=COCCO2)c1	0.1	-5	94	0.7	2	68*	-7	-5	103
O=C(O)c1cc(-c2ccc(Cl)cc2)n(-c2ccccc2)n1	0.6	-8	100	1.2	10	40	-2	3	96
CC1CN(c2oc(-c3ccccc3Cl)nc2C#N)CC(C)O1 (configuration not stated)	0.1	-19	105	-1.3	8	-6	8	-1	105
Cc1cc(C)c2c(CN3CCN(C)CC3)cc(=O)oc2c1	1.2	-2	104	1.1	15	29	0	-6	104
CC(=O)c1sc2ccccc2c1OC(=O)c1ccco1	-0.5	-7	.	-2.7	-6	3	.	-3	.
O=C(CCCCCN1C(=O)CCC1=O)Nc1ccc(Cl)c(C(F)(F)F)c1	10	8	97	15	0	6	-2	-6	98
CCCCCOC(=O)CSc1n[nH]c(=O)[nH]c1=O	0.3	-8	101	1.4	-5	1	-1	-4	103
CCOC(=O)C1CCN(S(=O)(=O)c2ccc3c(c2)CCN3C(C)=O)CC1	5.1	-17	104	6.5	-4	29	3	-8	103
Cn1c(=O)n(C)c2cc([N+](=O)[O-])c(N3CCN(C(=O)c4cccc(Cl)c4)CC3)cc21	4.7	-4	98	3.9	24	-16	3	0	96
O=C(NC1CCCCC1)C(c1ccc2ncccc2c1)N(Cc1ccccc1)C(=O)c1ccc2c(c1)OCCO2 (configuration not stated)	0.3	0	81	-0.9	34	36	-14	-4	81
COc1ccccc1-n1c(SCC(=O)N2CCc3ccccc32)nc2c(c1=O)SCC2	-1.2	-10	106	-0.2	22	6	5	.	109
O=C(COC(=O)Cc1n[nH]c(=O)c2ccccc12)Nc1cccc(C(F)(F)F)c1	0.0	-9	101	1.0	0	-30	0	-3	105
CC(C)COC(=O)Nc1ccc(C(=O)O)cc1	-0.4	-13	93	0.9	4	12	-8	2	89
OCC1(Cc2ccccc2)CCN(Cc2cnn(-c3ccccc3F)c2)CC1	3.3	1	520*	1.0	7	35	362*	-3	107
Cc1csc2nc(CNS(=O)(=O)c3cccnc3)cn12	0.1	-6	94	0.7	.	.	-2	-2	100
On1c(-c2ccc(Cl)cc2Cl)nc2ncccc21	0.2	-4	106	2.1	14	37	3	-8	103
O=C(/C=C/c1ccco1)NC(=S)Nc1ccc(N2CCCC2)cc1	-1.0	-1	103	-1.2	26	12	0	-3	142*
Cc1ccc(-c2nnc3n2N=C(c2ccc(Br)cc2)CS3)cc1	0.3	-10	101	-0.1	23	37	2	9	103
O=C(NC(Cc1ccccc1)C(=O)O)/C(=C\c1ccccc1)NC(=O)c1ccc(Br)o1 (configuration not stated)	0.0	-23	104	1.0	18	33	-1	1	101
O=C(Nc1ccc(NC(=S)NC(=O)c2ccccc2F)cc1)c1cccs1	3.8	-3	103	2.4	4	12	-4	-3	107
COc1ccc(CCNC(=S)NC(=O)c2ccccc2)cc1C	-1.2	-26	108	-1.7	-18	8	17	-9	109
COc1cccc(NC(=O)c2oc3ccccc3c2NC(=O)c2ccc3c(c2)OCO3)c1	1.8	8	98	1.7	12	2	1	-3	105
C/C=C(\C)CN1CCC(n2nccc2NC(=O)CCCc2ccccc2)CC1	.	0	104	.	-10	3	3	-3	101
O=C(Cn1c(=S)[nH]c2ccccc2c1=O)N1CCN(c2ccc(F)cc2)CC1	2.9	-8	95	1.1	6	-5	-2	-8	100
Cc1cc(NC(=O)CSc2n[nH]c(-c3cccs3)n2)no1	-0.2	-8	105	-0.5	3	12	6	-5	104
C=CCOC(=O)/C(=C\c1ccccc1)NC(=O)c1ccco1	0.8	-5	103	-0.4	8	-8	0	-4	94
O=C(Nc1ccccc1Cl)C1(c2ccccc2)CC1(Cl)Cl (configuration not stated)	-1.9	-12	97	-2.4	25	-3	-2	-5	95
Cc1cccc(N(C(=O)c2ccco2)C(C(=O)NC2CCCC2)c2cccnc2)c1C (configuration not stated)	0.0	9	94	-0.5	14	26	-8	-1	100
CC(C)[C@H](NC(=O)[C@@H]1CSC2c3ccccc3C(=O)N21)C(=O)NCc1ccco1 (some centres not stated)	-0.9	-6	95	-1.2	10	38	-7	-2	94
CCSc1nnc2c3cc(CC)ccc3n(C)c2n1	.	-21	107	.	5	25	7	.	105
